ARFGAP1 inh = inhibitors of rat ARFGAP1; Q62848; Arfgap1-stimulated ARF1 GTP hydrolysis, GDP FP detection; inhibition, % at 16.5 µM; 360,000 compounds, 0.26% hits; AID 651572;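 active means inhibition above a per-plate limit, mean inhibition of low control wells plus 3 SD, cut at about 25% in these data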;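 further: 0% = DMSO wells with enzyme and 100% = wells lacking Arfgap1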
Target sequence (Q62848 1-136 limits assumed): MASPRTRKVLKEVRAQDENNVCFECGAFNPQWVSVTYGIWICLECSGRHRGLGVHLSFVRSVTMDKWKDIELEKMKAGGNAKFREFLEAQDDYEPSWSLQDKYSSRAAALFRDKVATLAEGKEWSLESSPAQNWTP
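Material: rat Arfgap1 catalytic domain, aa 1-136; also added: human ARF1(Δ1-17)-GTP substrate; compound dosing: one concentration, 16.5 µM, DMSO 1.26%; incubation: GTP hydrolysis reaction 2 h at 25 °C; measured by: Tracer-displacement fluorescence polarization with EDTA stop, 620/688 nm; evaluation: % inhibition from polarization; repeats: one replicate per compound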
KLK7 zymogen act = activates the human kallikrein-7 zymogen | P49862 | purified proKLK7, EDANS-DABCYL substrate fluorescence; 100% is mature enzyme control, 0% vehicle | activation, % at 7 µM | 370,000 compounds, 0.9% hits;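 active means activation above the mean of all tested compounds plus 3 SD, computed per campaign excluding outliers beyond control limits, cut at about 13% in these data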
ADAM17 inh = inhibits human ADAM17; P78536; recombinant ADAM17, EDANS/DABCYL FRET peptide cleavage; inhibition, % at 6.95 µM; 370,000 compounds, 0.83% hits;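 active means inhibition above the mean of compounds lying between control limits plus 3 SD, set per campaign, cut at about 8.5% in these data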;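 further: 0% = DMSO-only wells as the low control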
MBD2 inh = MBD2-methylated oligo binding inhibition; inhibition, % at 4.4 µM; TR-FRET, MBD2 binding to methylated oligonucleotide; 370,000 compounds, 0.31% hits; Q9UBB5; in the data active means inhibition above about 13%
DDE Tn7 FP inh = disrupts Tn7 cyclic peptide binding to fibrin D-Dimer-E complex. 370,000 compounds, 0.13% hits. inhibition, % at 8.3 µM. FP displacement of FITC-Tn7 peptide from fibrin DD(E); 0% = median of compound wells per plate;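 active means inhibition above the mean of compounds falling within the control limits plus 3 SD of them, cut at about 14% in these data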;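 further: 0% = plate median of compound wells and 100% = 10 µM Aha-Tn7 peptide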
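Measure: % inhibition scaled between sample-field median and high-control FP; Test system: human fibrin DD(E); Quantity: 2 µM final DD(E) protein; Doses: one dose, 8.3 µM nominal; Schedule: compound with protein 10 min, then 3 h after probe, room temperature; Detection: fluorescence polarization; Medium: Tris buffer with calcium and detergent, pH 7.8.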
PLC-gamma1 inh = inhibitors of human phospholipase C gamma1 | P19174 | purified PLC-gamma1, fluorogenic substrate, fluorescence | inhibition, % at 12.2 µM | 370,000 compounds, 0.84% hits; in the data active means inhibition above about 9.5%
ASAP1 GAP inh = blocks human ASAP1-stimulated Arf1 GTP hydrolysis | GDP FP detection | 360,000 compounds, 0.19% hits | Q9ULH1 | AID 624377 | inhibition, % at 16.5 µM; in the data active means inhibition above about 25%;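 further: 0% = vehicle with enzyme and substrate and 100% = no enzyme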
Tn6 DDE FP = disrupts Tn6 cyclic peptide binding to fibrin D-Dimer-E complex | inhibition, % at 8.3 µM | 370,000 compounds, 0.21% hits | Fibrin DD(E) TRITC-Tn6 fluorescence polarization displacement | P02675 | AID 720509;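 active means inhibition above a per-campaign cutoff: mean of compounds within control limits plus 3 SD, cut at about 15% in these data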;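 further: 0% = median of all compound wells on the plate and 100% = blocking peptide control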
PLCb3 inh = inhibitors of human phospholipase C beta3 | Q01970 | Purified PLC-beta3, fluorogenic substrate, fluorescence | inhibition, % at 12.2 µM | 370,000 compounds, 0.18% hits | AID 720704; in the data active means inhibition above about 11%;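 further: 0% = median of compound wells on plate and 100% = full blocker control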
UHRF1 binding = human UHRF1 methylated DNA binding inhibitors | 370,000 compounds, 0.75% hits | UHRF1 binding to methylated oligo, TR-FRET | inhibition, % at 4.4 µM | AID 687016; in the data active means inhibition above about 21%;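 further: UHRF1 SRA domain binding a hemimethylated CpG hairpin DNA probe; 0% = median of test compound wells and 100% = reference inhibitor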
Target sequence (Q96T88 whole entry, looked up, the tested form may be a part): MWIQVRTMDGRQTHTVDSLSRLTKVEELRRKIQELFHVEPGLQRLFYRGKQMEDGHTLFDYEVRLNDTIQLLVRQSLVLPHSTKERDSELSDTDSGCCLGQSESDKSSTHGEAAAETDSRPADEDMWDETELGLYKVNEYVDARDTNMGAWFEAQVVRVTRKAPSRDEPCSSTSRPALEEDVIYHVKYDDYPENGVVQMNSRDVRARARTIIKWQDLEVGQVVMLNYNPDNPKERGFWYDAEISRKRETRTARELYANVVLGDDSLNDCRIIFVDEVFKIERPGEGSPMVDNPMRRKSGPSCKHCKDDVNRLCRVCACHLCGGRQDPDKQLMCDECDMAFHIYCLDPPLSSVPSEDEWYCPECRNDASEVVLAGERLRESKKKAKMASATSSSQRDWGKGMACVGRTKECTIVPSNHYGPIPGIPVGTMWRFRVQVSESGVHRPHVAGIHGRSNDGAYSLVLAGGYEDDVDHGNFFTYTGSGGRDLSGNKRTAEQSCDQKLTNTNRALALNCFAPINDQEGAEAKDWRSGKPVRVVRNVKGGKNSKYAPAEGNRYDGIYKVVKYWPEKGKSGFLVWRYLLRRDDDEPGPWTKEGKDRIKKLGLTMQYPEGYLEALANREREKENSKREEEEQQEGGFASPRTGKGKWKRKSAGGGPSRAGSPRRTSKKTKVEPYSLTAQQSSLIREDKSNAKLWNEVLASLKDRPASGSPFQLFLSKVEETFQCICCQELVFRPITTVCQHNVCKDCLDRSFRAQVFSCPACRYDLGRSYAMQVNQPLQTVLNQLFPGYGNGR
Numbers without * were called inactive; i = inactive. A portion of the library (hit frequency here may not be typical).

SMILES	ARFGAP1 inh	KLK7 zymogen act	ADAM17 inh	MBD2 inh	DDE Tn7 FP inh	PLC-gamma1 inh	ASAP1 GAP inh	Tn6 DDE FP	PLCb3 inh	UHRF1 binding
CCCCCCC(C)(C)c1ccc([C@@H]2C[C@H](O)CC[C@H]2CCCO)c(O)c1	4	-0.1	6	-10	5	2	2	5	3	-1
CCOC(=O)C1(c2ccccc2)Oc2ccccc2C(c2ccc(OC)cc2)=C1C(=O)OC (configuration not stated)	-6	0.6	2	1	-6	-2	5	-7	-8	-5
CCOP(=S)(OCC)SCC(=O)NC(C)(CC)C(=O)O (configuration not stated)	9	-0.1	-3	3	6	-2	-7	2	2	2
CC1=Nc2ccccc2/C1=C/c1c(O)[nH]c(=O)[nH]c1=O	2	0.3	-3	-2	12	-13	-1	0	-26	-6
O=C(Cc1ccccc1)OCCN1CCCCC1	2	0.3	-3	2	-2	-1	-3	-11	-1	-1
Cc1ccc(-c2cc(-c3ccc(C)cc3)[n+](-c3ccc(C(=O)[O-])cc3)c(-c3ccc(C)cc3)c2)cc1	-19	3.4	-112	-1	2	-255	14	-3	-397	0
O=C1CNC(c2ccccc2Cl)c2cc(Br)ccc2N1 (configuration not stated)	-6	-0.9	0	2	-1	2	-9	-11	-5	-1
Cc1c(C)c2ccc(OCC(=O)N3C[C@H]4C[C@@H](C3)c3cccc(=O)n3C4)cc2oc1=O	22	0.9	-55	-2	8	-23	-12	2	-23	0
C[C@]12CC[C@H](O)CC1=CCC1C2CC[C@@]2(C)C1C[C@@H]1CC(=O)O[C@@H]12 (some centres not stated)	-1	0.1	-3	0	-1	1	3	-8	-3	1
O=C(c1ccccc1)c1cn(CC(=O)N2CCCC2)c2ccccc12	1	0.0	-1	-1	-3	1	-6	5	4	2
Cc1ccccc1N1C(=O)NC(=O)/C(=C\c2cnn(-c3ccccc3)c2)C1=O	3	-0.3	-8	7	0	-8	-1	-8	-7	1
COc1cc2c(cc1OC)C1[C@H]3C(=CC[C@H]1OC2O)CCN3C (some centres not stated)	5	0.0	2	-1	-10	-3	5	8	-18	-2
CN1CCN(c2ccc(/C=C3\C(=O)NC(=S)N(c4cccc(Br)c4)C3=O)o2)CC1	11	-0.3	0	-1	4	-30	-11	9	-37	-5
CN(C)c1ccc(P(=S)(N(C)C)N(C)C)cc1	-2	0.5	-1	-2	0	0	3	-9	1	2
CN1CCN(Cc2cc3c(cc2[N+](=O)[O-])OCO3)CC1	6	-0.7	-2	1	5	-7	-2	0	-10	-2
Cn1cc(C(=O)N2CCOCC2)c2ccccc21	3	-0.3	-2	-1	-8	0	-1	0	1	2
CN1CCC2(CC1)NC(=O)c1ccccc1N2	2	-0.5	i	6	-5	-416	7	-2	i	6
O=C1NC(=S)N(c2ccc(Br)cc2)C(=O)/C1=C/N1CCN(C(=O)c2ccco2)CC1	-5	0.3	-1	-3	-3	-8	5	-8	-16	-4
CC(C(=O)c1c[nH]c2ccccc12)N1CCc2ccccc2C1 (configuration not stated)	7	-0.3	0	-2	4	-2	-6	0	-5	-4
CC/C(=N\NC(=O)c1ccccc1)c1c(O)n(C2CCCCC2)c(=O)[nH]c1=O	-13	0.4	-4	3	0	-1	-10	9	-5	-6
C[Se]C[C@@H](N)C(=O)O	-2	0.3	2	2	-1	1	5	1	0	4
CCC(=O)N1N=C2C3CCN(CC3)C2C1c1ccccc1 (configuration not stated)	5	-0.4	-1	3	9	0	-6	-1	0	-1
CN(c1ccccc1)P(=O)(N1CC1)N1CC1	2	-0.1	-5	4	-6	1	-4	-4	1	-1
O=C(CNC(=O)OCc1ccccc1)Nc1ccc(Br)cc1C(=O)c1ccccc1Cl	12	0.2	4	4	1	4	2	5	2	6
c1cncc(CNC2=NCCC2)c1	-6	0.3	0	-3	-1	-3	2	2	0	0

Further structures:
SMILES	ARFGAP1 inh	KLK7 zymogen act	ADAM17 inh	MBD2 inh	DDE Tn7 FP inh	PLC-gamma1 inh	ASAP1 GAP inh	Tn6 DDE FP	PLCb3 inh	UHRF1 binding
O=C(COc1ccccc1)NCCc1cnc[nH]1	-4	0.1	0	1	-2	3	9	2	-4	0
O=c1[nH]c(O)c(Cc2ccc3c(c2)OCO3)c(=O)[nH]1	-5	0.9	-7	0	5	2	-11	1	-8	-3
Cc1ccc2c(c1)CC1(CN2C)C(=O)NC(=O)N(c2ccc(C)c(C)c2)C1=O (configuration not stated)	13	0.7	-3	-5	-10	-5	0	-4	-4	-1
COC(=O)C1=C(c2ccc(F)cc2OCc2ccccc2)C[C@@H]2CC[C@H]1N2C(=O)NCc1cccc(C(F)(F)F)c1	4	-0.6	16*	0	0	0	0	-8	5	-2
Cc1ccc(N2C(=O)NC(=O)/C(=C/c3cnn(-c4ccc(C)cc4)c3)C2=O)cc1	-11	-0.4	-1	-7	-2	0	-5	1	-5	0
CO[C@@H]1C=CC23c4cc5c(cc4CO[C@]2(O)CN(C)[C@H]3C1)OCO5 (some centres not stated)	-5	-0.5	-3	-5	-1	1	5	4	3	0
COc1cccc(CC(=O)N(C)C2CCCN(Cc3ccccc3F)C2)c1 (configuration not stated)	5	-0.1	-2	4	5	-49	2	-4	0	2
CCCCCCCCC(=O)NCc1ccc(O)c(OC)c1	0	-0.3	1	-3	-3	-2	-2	-5	2	1
COc1cc2c(cc1O)[C@@H]1Cc3ccc(OC)c(O)c3CN1CC2	-2	0.3	1	-2	1	3	8	-6	-6	6
O=C1NC(=O)N(Cc2ccc(F)cc2)C(=O)/C1=C\c1ccc(N2CCCC2)cc1	10	-0.4	-4	-3	-3	-15	8	-9	-33	5
Cc1cccc(N/N=C/c2c(O)[nH]c(=S)[nH]c2=O)c1	0	-0.1	-4	-3	-3	-3	-1	1	-2	-2
COc1cccc(-n2nc(C(=O)N3CCC4(CC3)OCCO4)c3ccccc3c2=O)c1	6	-0.1	-4	1	-6	-7	-7	3	-7	-1
OC(c1ccc(F)cc1)(c1ccc(F)cc1)[C@@H]1CCCN1	-12	-0.6	-8	1	2	-2	0	2	-1	0
O=C1C2CCCN2C(c2ccc(Cl)c(Cl)c2)N1c1ccccn1 (configuration not stated)	-6	-0.1	-7	7	4	-1	2	-2	-1	3
C=C1C2C[C@@]3([C@@H]1O)[C@@H](C[C@@H]2O)[C@@]12C4[C@@H]3C[C@@H]1[C@@](C)(CC[C@@H]2O)CN4CC	-8	0.1	-3	3	2	-3	-10	-5	3	0
Cc1cc(N2CCNC[C@H]2C)ccc1N1CCN[C@H](C)C1	-3	0.3	4	2	-2	4	-8	-7	-1	0
O=C(Nc1ccccc1)N1CC2CC(C1)c1cccc(=O)n1C2 (configuration not stated)	-3	-0.6	1	-4	3	2	2	3	2	-1
COC(=O)C1=C(c2ccc(F)cc2OCc2ccccc2)C[C@@H]2CC[C@H]1N2C(=O)NCC1CC1	1	0.9	-1	-1	-4	0	0	3	1	2
O=C(Nc1ccccc1OC(=O)N1CCCCC1)N1CCCCC1	-4	-0.3	-4	4	2	6	8	4	-1	4
C=CCN1CCc2cccc3c2[C@H]1Cc1ccc(O)c(O)c1-3	11	-19	-4	1	-10	-28	8	-16	-48	4
O=C1NC(=O)N(Cc2cccs2)C(=O)/C1=C/c1ccc(N2CCOCC2)cc1	-7	-1.0	-5	-1	2	-2	6	-4	-12	0
CCCCN1C(=O)/C(=C\c2ccco2)C(=O)N(CCc2ccccc2)C1=O	4	0.1	3	-1	-4	-1	-5	-3	-5	-4
Cc1ccccc1NC(=O)Cc1nc(COC(=O)Cc2ccccc2)cs1	-8	1.1	-6	5	-3	1	2	1	-10	4
O=c1c(/C=N/N2CCOCC2)c(O)n(-c2ccccc2)c(=S)n1-c1ccccc1	14	0.1	2	0	5	-2	-2	1	0	0
COC(=O)C1=C(c2ccc(C(C)=O)cc2)C[C@@H]2CC[C@H]1N2C(=O)NC1CC1	-5	-0.2	-4	-4	2	1	8	-4	3	0

Only MBD2 inh, KLK7 zymogen act and PLCb3 inh, for 3 of the compounds above:
Structure | MBD2 inh | KLK7 zymogen act | PLCb3 inh
CCCCCCCCC(=O)NCc1ccc(O)c(OC)c1 | -3 | -0.3 | 2
CCCCN1C(=O)/C(=C\c2ccco2)C(=O)N(CCc2ccccc2)C1=O | -1 | 0.1 | -5
Cc1ccccc1NC(=O)Cc1nc(COC(=O)Cc2ccccc2)cs1 | 5 | 1.1 | -10

Remaining list, next part.
SMILES	ARFGAP1 inh	KLK7 zymogen act	ADAM17 inh	MBD2 inh	DDE Tn7 FP inh	PLC-gamma1 inh	ASAP1 GAP inh	Tn6 DDE FP	PLCb3 inh	UHRF1 binding
O=C(Nc1cccc(Cl)c1)OCC#CCN1CCCC1	12	0.1	-2	-6	6	0	-1	-1	0	-1
Cc1cc(C(=O)OCC(=O)Nc2ccc(F)cc2F)c(C)n1C1CC1	-2	0.1	-4	3	9	-2	-8	4	-12	-1
Cc1nc2ccccc2c(=O)n1-c1cc(F)ccc1F	8	-0.2	-2	0	-4	4	8	1	-3	1
COC(=O)C(NC(=S)N1CC2C[C@@H](C1)Cn1c2cccc1=O)C(C)C (some centres not stated)	-11	-0.4	-3	6	-5	1	2	-7	-8	2
C[C@]12CC[C@H](O)C[C@H]1CC[C@@H]1[C@@H]2CC[C@]2(C)C(=O)CC[C@@H]12	-14	-0.7	-1	5	3	1	3	-2	1	-1
O=[N+]([O-])c1ccc(N2CCOCC2)c2c1no[n+]2[O-]	14	0.4	1	-17	4	-32	2	3	-48	-17
CCOc1ccc(-c2cc(C(=O)N3CCC4(CC3)OCCO4)c3ccccc3n2)cc1	5	-8.7	-26	3	3	-68	8	-1	-89	1
COC(=O)C1=C(C(=O)OC)C2OC1c1cc3ccccc3cc12	-7	-0.3	-4	4	9	-10	10	-1	-14	2
O=C(c1ccc(Cl)cc1)C1CCCN(Cc2cccc3ncccc23)C1 (configuration not stated)	-5	-0.4	0	0	0	0	2	-3	-7	0
CC(C)CCn1c(=O)c(C(=O)NCc2ccc3c(c2)OCO3)c(O)c2ccccc21	4	0.5	-2	1	-2	-2	0	-3	3	1
O=C(CCc1nnc2ccc(NCc3ccc(F)cc3)nn12)N1CCC2(CC1)OCCO2	8	-0.1	-7	8	-3	5	8	-2	-7	5
C=C[C@@H]1C[C@@]1(C)[C@@H](NP(=O)(c1ccccc1)c1ccccc1)c1ccccc1	-3	0.0	-2	3	0	0	-4	15	-1	-1
CN(C)c1ccc(C=C2C(=O)NC(=O)NC2=O)cc1[N+](=O)[O-]	2	-0.3	1	-7	2	-1	0	0	4	-14

2 compounds drawn at random from the list so far:
SMILES	ARFGAP1 inh	KLK7 zymogen act	ADAM17 inh	MBD2 inh	DDE Tn7 FP inh	PLC-gamma1 inh	ASAP1 GAP inh	Tn6 DDE FP	PLCb3 inh	UHRF1 binding
O=C(Nc1cccc(Cl)c1)OCC#CCN1CCCC1	12	0.1	-2	-6	6	0	-1	-1	0	-1
C[C@]12CC[C@H](O)C[C@H]1CC[C@@H]1[C@@H]2CC[C@]2(C)C(=O)CC[C@@H]12	-14	-0.7	-1	5	3	1	3	-2	1	-1
